# HIF-2a block – HIF-2a reporter inhibitors, primary screen, luminescence, 786-0 RCC cells | AID 624352, 2012 | 786-0 RCC cells HIF-2a reporter, luciferase luminescence, overnight | inhibition, % at 18.8 µM | 360,000 tested, 0.72% active;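 active means inhibition of the luminescence signal of 40% or more relative to plate controls, in a single-dose primary screen at 18.75 µM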
# TRPM1 prom inh – inhibitors of MITF-dependent TRPM1 promoter reporter, primary screen, cell-based, SK-MEL-5, single point, luciferase; SK-MEL-5 TRPM1 promoter luciferase, 24 h; inhibition, % at 12.5 µM; 330,000 tested, 0.83% active;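 active means mean inhibition across replicates of 60% or more, whatever share of single replicates reaches that level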; further: values of inactives mirror those of a sister screen read the other way
# Peg3 prom inh – Peg3 promoter-driven luciferase inhibitors, primary screen, cell-based, HeLa, luciferase luminescence. HeLa PEG-Prom luciferase reporter, overnight. inhibition, % at 20 µM. 360,000 tested, 1.7% active. AID 588405, 2011;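 active means inhibition of at least 50% at 20 µM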
# NR2E3 ag-1 – inhibitors of NR2E3-RetCOR corepressor binding, primary screen, NR2E3 agonist project, biochemical, TR-FRET, GST-NR2E3, biotin-RetCOR | AID 2300, 2010 | inhibition of corepressor binding, % at 4.78 µM | Photoreceptor-specific nuclear receptor (Homo sapiens), Q9Y5X4 | 320,000 tested, 0.12% active | 1536-well;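 active means percent inhibition above the cutoff of mean plus 3 SD of all tested compounds, set per screening campaign, cut at about 20% in these data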;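 further: 0% = DMSO wells and 100% = biotin wells as full block of FRET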
# Target sequence (Q9Y5X4 whole entry, looked up): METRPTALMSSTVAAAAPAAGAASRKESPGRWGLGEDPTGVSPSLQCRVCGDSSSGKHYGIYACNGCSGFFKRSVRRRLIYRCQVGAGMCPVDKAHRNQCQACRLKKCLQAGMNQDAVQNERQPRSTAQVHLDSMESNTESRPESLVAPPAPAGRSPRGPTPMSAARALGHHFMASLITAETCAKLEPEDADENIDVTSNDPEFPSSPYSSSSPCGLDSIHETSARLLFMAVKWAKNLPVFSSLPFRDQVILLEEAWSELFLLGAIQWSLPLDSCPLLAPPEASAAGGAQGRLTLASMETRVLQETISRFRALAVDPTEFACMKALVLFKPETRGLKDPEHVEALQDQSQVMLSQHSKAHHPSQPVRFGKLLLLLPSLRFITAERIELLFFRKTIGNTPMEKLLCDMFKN
#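 Material: NR2E3–RetCOR corepressor complex | Quantity: 1.35 nM GST-tagged NR2E3 final | Schedule: 5 h at 4 °C | Replication: Singlicate compound wells | Reagent: RetCOR corepressor, biotinylated, 7 nM | Controls: Biotin wells as high control, 0.6% DMSO wells as low control | Signal: TR-FRET, Eu(K)-anti-GST donor, streptavidin-D2 acceptor, ex 340, em 617/671 nm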
# iPSC survival up – enhancers of single-cell hiPSC survival, primary screen, ATPlite luminescence | 360,000 tested, 0.044% active | 100% = ROCK inhibitor wells, 0% = DMSO | AID 602274, 2012 | survival enhancement, % at 20 µM; in the data active means survival enhancement above about 18%;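 further: cells exposed to compounds for 16 hours before the ATP read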
# CaV13 FRET inh – Primary screen for inhibitors of IQ motif and Ca2+-dependent inactivation inhibitor domain binding in CACNA1D, Förster resonance energy transfer in living cells, …; HEK cells, CFP/YFP FRET ICDI-IQ, plate reader, 10 min; percent FRET-ratio fall versus neutral wells; 340,000 tested, 0.098% active; AID 743397; inhibition, % at 12.3 µM;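 active means mean replicate inhibition of at least 30% and at least 1% of replicates passing that level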;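 further: 0% = median of the neutral control wells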
# Vif imaging – HIV Vif self-association inhibitors, primary screen, imaging, HEK293T, single point. HEK293T cells, Vif self-association by quenched fluorescence, 24 h. 340,000 tested, 0.35% active. inhibition, % at 7.49 µM; in the data active means inhibition above about 50%, passing the limit was not always enough; further: some results filed as inactive read as strong as hits
# NR2E3 ag-2 – NR2E3 agonists in two-hybrid cells, primary screen, cell-based, luminescence, CHO-S, Gal4-NCOR/VP16-NR2E3; Photoreceptor-specific nuclear receptor (Homo sapiens), Q9Y5X4; luciferase; inhibition of corepressor binding, % at 3.98 µM; 360,000 tested, 0.35% active; AID 602229, 2012;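 active means inhibition above the mean of all tested compounds plus 3 SD, cut at about 70% in these data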;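 further: 0% = DMSO with NR2E3 transfected cells and 100% = cells lacking NR2E3 construct; higher means lower luciferase signal from less NR2E3 corepressor binding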
# aDG glyco up – activators of alpha-DG glycosylation, primary screen, uHTS, Pro5-aDG cells, AlphaScreen; alpha-DG glycosylation AlphaScreen (IIH6); 0% Pro5, 100% B10-LARGE cell signal; 360,000 tested, 0.22% active; activation, % at 10 µM;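 active means activation of at least 8% versus controls, or a plate z-score of at least 8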;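 further: Pro5 are CHO cells carrying HIG-tagged alpha-DG that lacks glycosylation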
# Granule exo inh – LAMP-1 surface exposure blockers, TALL-104 cells – cell-based, flow cytometry, MLPCN library, primary screen; AID 651702, 2012; 360,000 tested, 0.66% active; TALL-104 LAMP-1 surface exposure; cells stimulated with thapsigargin and PMA; inhibition, % at 10 µM;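 active means inhibition above about 55%, limit read from the data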
# PDI inh – inhibitors of human PDI, primary screen, biochemical, turbidity, single point, plate reader; Protein disulfide-isomerase (Homo sapiens), P07237; PDI insulin aggregation turbidity, A650, 90 min; inhibition, % at 10 µM; 350,000 tested, 0.052% active; AID 588391, 2011;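 active means mean inhibition across replicates of 30% or more, whatever share of single replicates reach that level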;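 further: absorbance from insulin aggregation driven by PDI reduction with DTT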
# Target sequence (P07237 whole entry, looked up): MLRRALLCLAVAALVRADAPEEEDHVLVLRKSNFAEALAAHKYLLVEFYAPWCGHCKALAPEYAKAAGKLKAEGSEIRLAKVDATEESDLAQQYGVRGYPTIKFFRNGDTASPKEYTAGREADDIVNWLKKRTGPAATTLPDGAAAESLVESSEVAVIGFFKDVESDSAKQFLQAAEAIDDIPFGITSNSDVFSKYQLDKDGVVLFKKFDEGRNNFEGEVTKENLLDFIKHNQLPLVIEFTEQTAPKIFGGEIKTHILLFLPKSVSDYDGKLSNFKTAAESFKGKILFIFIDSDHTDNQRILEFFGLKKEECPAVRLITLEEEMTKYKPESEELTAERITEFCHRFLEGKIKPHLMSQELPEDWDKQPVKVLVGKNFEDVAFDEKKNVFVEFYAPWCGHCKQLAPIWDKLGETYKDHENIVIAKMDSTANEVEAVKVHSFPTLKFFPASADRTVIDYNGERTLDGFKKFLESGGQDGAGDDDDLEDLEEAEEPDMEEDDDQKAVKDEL
# Active calls of the source: *; . = not tested or not shown; & = joins results of further samples.
# Every second line gives: NR2E3 ag-2, CaV13 FRET inh, Peg3 prom inh, Vif imaging, HIF-2a block, Granule exo inh, iPSC survival up, NR2E3 ag-1, TRPM1 prom inh, aDG glyco up, PDI inh
C/C(=N\NC(=O)c1ccc(CSc2nncn2C)cc1)c1ccc(C#N)cc1
 : -12, -5, 3, ., 19, 6, 1.2, 0, -13, -0.2, -5
O=C(C[C@@H]1C/C=C\CCC(=O)O[C@H](c2ccccc2)CNC1=O)N[C@H](CO)Cc1ccccc1
 : -8, -10, -3, -4, 7, 4, -2.0, ., -3, 0.0, -2
C(=N\n1cnnc1)/C1CCCCC1
 : -5, ., 14, -11, 7, -4, 5.0, 3, 6, 0.0, -3
COc1cccc(C(C(=O)NC(C)(C)C)N(Cc2ccc(F)cc2)C(=O)CCC(=O)Nc2cc(C)on2)c1OC (stereo not given)
 : -20, -3, 6, -5, 11, -9, 5.5, 2, 15, 0.2, 3
O=C(O)c1ccc(NS(=O)(=O)c2cccc(C(=O)Nc3ccc([N+](=O)[O-])cc3)c2)cc1
 : 2, -22, 8, 0, 0, -4, -0.7, 0, -4, 0.0, -1
CCCCCn1cnc2c(sc3nc4c(cc32)CSC(C)(C)C4)c1=O
 : -51, -10, -216, 2, -168, 2, 0.4, -3, -95, 0.1, -12
Cc1nnc(Nc2ccccc2F)s1
 : 4, -5, 4, -6, -4, 2, 0.4, 0, -43, -0.1, 2
CCOc1ccc(OCC(=O)NCCS(=O)(=O)N2CCN(c3ccccc3)CC2)cc1
 : 36, -14, 0, -20, 6, -1, -1.9, ., ., 0.0, 2
Cc1nnc(SCC(=O)Nc2cc(-c3cc(C)c(C)cc3C)nn2-c2ccccc2)s1
 : -57, -3, 5, 2, -16, -12, 0.5, 2, 3, 0.0, -7
CC1CCC(O)(C(C(=O)O)c2ccccc2)CC1 (stereo not given)
 : 9, -5, 4, 1, -11, 2, 3.5, ., -5, -0.2, -3
O=[N+]([O-])c1ccccc1/C=N\Nc1nccs1
 : -14, -5, -36, 5, -41, -1, -0.7, -3, 7, -0.1, -2
CN1C(=O)c2ccc(NC(=O)c3c(F)c(F)c(F)c(F)c3F)cc2C1=O
 : -16, -4, -4, ., 6, 0, 9.4, 5, 4, 0.0, 2
CCOCCn1c(SCCCc2ccccc2)nc2c1c(=O)[nH]c(=O)n2C
 : -15, -5, 5, 8, 23, -1, -0.4, 3, 2, 0.4, 0
Cc1ccc(C)c(-c2nnc(NC(=O)Cc3ccc(F)cc3)o2)c1
 : -12, ., -1, 3, 7, 0, -0.4, -2, 14, 0.0, -5
O=S1(=O)CC(N2CCN(CCO)CC2)CN1Cc1ccc(F)cc1 (stereo not given)
 : 19, -7, -5, ., 12, 2, -0.4, ., ., 0.0, .
COC(=O)c1sccc1NC(=O)Cc1ccc(OC)cc1
 : -51, -4, -60, -2, -62, -2, 3.7, 3, -22, 0.1, 6
O=C(NC1CCCCCC1)c1ccco1
 : -8, -7, -26, -5, -19, -1, -0.7, 1, -2, 0.1, 10
O=S(=O)(NCCC1=CCCCC1)c1ccccc1Br
 : -29, -4, -4, ., -50, -2, -0.5, ., -1, -0.3, 2
C/C(=N\N=C\c1ccccc1F)c1nnn(-c2nonc2N)c1C
 : -81, -7, -225, 22, -195, -3, 0.4, -1, -48, 0.1, -2
COc1ccccc1CN1CCCC(C(=O)N(C)Cc2ccccc2)C1 (stereo not given)
 : -9, -1, 15, -13, 9, -2, -2.5, ., -6, 0.6, -4
O=C(Nc1nc2ccccc2[nH]1)c1cc2ccccc2o1
 : -203, 5, -119, 1, -165, 0, -0.5, 1, 12, 0.2, -5
O=C(COC(=O)C1CCN(C(=O)Nc2ccccc2)CC1)NCC(F)(F)F
 : -14, -4, 23, 7, 3, 1, -0.7, 1, 10, -0.3, -1
C[C@H]1CN([C@@H](C)CO)C(=O)c2cc(NC(=O)C3CCCCC3)ccc2O[C@H]1CN(C)Cc1ccc(-c2ccccc2)cc1
 : 17, -3, 29, -4, 6, -3, -0.1, ., 1, 2.9, -18
CC1(C)CC(C2N3CC4(C)CN2CC(C)(C3)C4=O)CCO1 (stereo not given)
 : 1, -6, -5, 6, 15, 2, -0.5, 1, 1, -0.1, 3
CSc1ccccc1C(=O)Nc1cc(C)cc(C)c1
 : -18, -4, -28, -1, -77, 0, 2.7, -2, -9, 0.1, -5
CC(C)(C)OC(=O)N1CCC(C(=O)Nc2cccc(C(=O)N3CCCCC3)c2)CC1
 : -5, -7, 7, -5, 14, 21, 2.2, ., 16, 0.1, -7
O=C(O)Cc1ccc(N=Cc2c(O)ccc3ccccc23)cc1
 : 7, -5, 8, 5, 16, 3, 4.3, -1, 18, 0.0, -18
COC(=O)C1=C(C)Nc2nnnn2C1c1ccc(Cl)cc1Cl (stereo not given)
 : -28, ., 30, 18, 10, 0, 7.6, 1, 6, 0.0, -1
CN(C(=O)CSc1nnc(Cc2cccc3ccccc23)n1N)C1CCS(=O)(=O)C1 (stereo not given)
 : -1, -7, 18, -7, 22, 2, 5.3, 2, 8, -0.2, -1
COc1ccc(OC)c(-c2csc(NC(=O)COC(=O)C3CC3)n2)c1
 : -35, -5, -12, 11, 0, -4, 1.6, -2, 0, 0.1, 9

# Next section.
# Every second line gives: NR2E3 ag-2, CaV13 FRET inh, Peg3 prom inh, Vif imaging, HIF-2a block, Granule exo inh, iPSC survival up, NR2E3 ag-1, TRPM1 prom inh, aDG glyco up, PDI inh
COc1cccc(CNC(=O)C2CCN(S(=O)(=O)c3ccc(F)cc3)CC2)c1
 : 21, ., 15, 10, 23, 0, 6.5, ., -8, 0.4, -2
COc1ccc(CNc2nc(-c3ccccc3)nc3ccccc23)cc1OC
 : -34, -6, 20, 5, -7, -12, -0.4, 0, 0, 0.0, 0
COCCNC(=O)Cn1cnc([N+](=O)[O-])n1
 : -6, -5, 5, 7, 15, -2, -0.7, -2, -3, 0.1, -3
COc1ccc(-c2nonc2NC(=O)c2oc3ccccc3c2C)cc1OC
 : 1, -14, 4, -3, 13, 1, 0.1, 5, 17, 0.0, -3
CCOC(=O)/C=C1\SCC(=O)N1Cc1nnc(-c2ccccc2Br)o1
 : -40, ., 5, 2, -2, -1, -0.2, 2, -8, -0.1, 8
Cc1ccc(C(OC(=O)c2ccco2)C(=O)NC2CCCC2)cc1 (stereo not given)
 : -2, -7, -2, 9, 7, 2, -0.5, 0, -5, 0.1, 1
COc1ccc(C(=O)Nc2nc(CC(=O)NCCc3ccccc3)cs2)cc1
 : -7, -5, -81, 1, -164, -4, -0.4, 6, -33, 0.0, -4
Brc1ccc(-c2ccc(/C=N/Nc3nc4ccccc4[nH]3)o2)cc1
 : -96, -5, -238, 20, -290, 5, -4.8, 3, -67, 4.0, -6
O=C(N/N=C/c1cc(Cl)cc([N+](=O)[O-])c1O)c1cccc(S(=O)(=O)N2CCOCC2)c1
 : 4, -4, -9, -7, 2, 4, -0.4, ., 5, 0.1, 4
Cc1ccc2cc(CN(CC3CCCO3)C(=O)C(C)C)c(=O)[nH]c2c1 (stereo not given)
 : -21, -6, 14, 0, 4, 2, 0.0, 0, 1, -0.3, -10
Cn1c(=O)c2c(ncn2CC(=O)N2CCN(c3ccc(F)cc3)CC2)n(C)c1=O
 : -7, -5, 14, 2, 8, 0, -0.4, 0, 2, -0.1, -2
CCOc1ccc(N2C(=O)CC(N(CCc3ccccc3)C(=O)/C=C/C(=O)O)C2=O)cc1 (stereo not given)
 : -7, -4, 13, 1, 7, -1, 0.6, 0, 2, -0.2, -6
CCN(CC)CCn1c(NC(=O)c2ccc(C(F)(F)F)cc2)nc2ccccc21
 : -35, -4, -5, -8, -47, 0, -1.3, 0, 20, 0.2, 1
COc1c(C(=O)Nc2nccs2)ccc2ccccc12
 : -145, -18, -301, -1, -264, 3, -0.3, 0, -41, 0.0, 1
COc1cc(Cl)c(CNC[C@H]2O[C@@H](n3cnc4c(=O)[nH]c(N)nc43)[C@H](O)[C@@H]2O)c(Cl)c1O
 : -12, -3, 5, ., 0, 0, -0.9, ., ., -0.1, .
CC(C)(C)c1cc[n+](C2=C([O-])c3ccccc3C(=O)/C2=N\S(=O)(=O)c2cccs2)cc1
 : 29, -26, 57*, -13, 26, 32, -0.6, -4, ., 3.9*, 0
CCOC(=O)C1CCN(C(=O)C2(NC(=O)Nc3cccc(F)c3)CCCCC2)CC1
 : -5, -2, 8, 4, 6, 2, -0.5, 0, 11, -0.1, -3
CCOc1cc(/C=N/NS(=O)(=O)c2ccc(OC)cc2)ccc1OCCN1CCOCC1
 : 11, -3, 10, -5, 15, -14, -1.8, -3, 10, 0.4, -10
NS(=O)(=O)Cc1noc2ccccc12
 : -13&-29, -6&-6, -19&10, 5&2, 1&-5, 6&-12, -1.0&2.7, 2, 6&4, 0.2&-0.1, 12&11

# Shown in CSV form: entries from further up.
SMILES,NR2E3 ag-2,CaV13 FRET inh,Peg3 prom inh,Vif imaging,HIF-2a block,Granule exo inh,iPSC survival up,NR2E3 ag-1,TRPM1 prom inh,aDG glyco up,PDI inh
COc1cccc(CNC(=O)C2CCN(S(=O)(=O)c3ccc(F)cc3)CC2)c1,21,.,15,10,23,0,6.5,.,-8,0.4,-2
COc1ccc(CNc2nc(-c3ccccc3)nc3ccccc23)cc1OC,-34,-6,20,5,-7,-12,-0.4,0,0,0.0,0
COCCNC(=O)Cn1cnc([N+](=O)[O-])n1,-6,-5,5,7,15,-2,-0.7,-2,-3,0.1,-3
COc1ccc(-c2nonc2NC(=O)c2oc3ccccc3c2C)cc1OC,1,-14,4,-3,13,1,0.1,5,17,0.0,-3
CCOC(=O)/C=C1\SCC(=O)N1Cc1nnc(-c2ccccc2Br)o1,-40,.,5,2,-2,-1,-0.2,2,-8,-0.1,8
Cc1ccc(C(OC(=O)c2ccco2)C(=O)NC2CCCC2)cc1 (stereo not given),-2,-7,-2,9,7,2,-0.5,0,-5,0.1,1
COc1ccc(C(=O)Nc2nc(CC(=O)NCCc3ccccc3)cs2)cc1,-7,-5,-81,1,-164,-4,-0.4,6,-33,0.0,-4
Brc1ccc(-c2ccc(/C=N/Nc3nc4ccccc4[nH]3)o2)cc1,-96,-5,-238,20,-290,5,-4.8,3,-67,4.0,-6
O=C(N/N=C/c1cc(Cl)cc([N+](=O)[O-])c1O)c1cccc(S(=O)(=O)N2CCOCC2)c1,4,-4,-9,-7,2,4,-0.4,.,5,0.1,4
